KDM5B inhibitor: inhibitors of human KDM5B histone demethylase | Q9UGL1 | KDM5B demethylase, FDH-coupled NADH fluorescence (FDH is formaldehyde dehydrogenase) | Potency, µM (doses to about 57.7 µM), without a hit: at the top dose activity change, negative = inhibition, most hits filed as inhibitors | 220,000 compounds, 2.6% hits | AID 1347165; active means well fitted inhibition curve with a large enough effect; inconclusive means small, poorly fitted or top-dose-only effect; inactive means no such curve, though single readings can be large or run the other way; further: 0% is about no effect; nearly all actives have a fitted effect of over 70% in size
Target sequence (Q9UGL1 whole entry, looked up): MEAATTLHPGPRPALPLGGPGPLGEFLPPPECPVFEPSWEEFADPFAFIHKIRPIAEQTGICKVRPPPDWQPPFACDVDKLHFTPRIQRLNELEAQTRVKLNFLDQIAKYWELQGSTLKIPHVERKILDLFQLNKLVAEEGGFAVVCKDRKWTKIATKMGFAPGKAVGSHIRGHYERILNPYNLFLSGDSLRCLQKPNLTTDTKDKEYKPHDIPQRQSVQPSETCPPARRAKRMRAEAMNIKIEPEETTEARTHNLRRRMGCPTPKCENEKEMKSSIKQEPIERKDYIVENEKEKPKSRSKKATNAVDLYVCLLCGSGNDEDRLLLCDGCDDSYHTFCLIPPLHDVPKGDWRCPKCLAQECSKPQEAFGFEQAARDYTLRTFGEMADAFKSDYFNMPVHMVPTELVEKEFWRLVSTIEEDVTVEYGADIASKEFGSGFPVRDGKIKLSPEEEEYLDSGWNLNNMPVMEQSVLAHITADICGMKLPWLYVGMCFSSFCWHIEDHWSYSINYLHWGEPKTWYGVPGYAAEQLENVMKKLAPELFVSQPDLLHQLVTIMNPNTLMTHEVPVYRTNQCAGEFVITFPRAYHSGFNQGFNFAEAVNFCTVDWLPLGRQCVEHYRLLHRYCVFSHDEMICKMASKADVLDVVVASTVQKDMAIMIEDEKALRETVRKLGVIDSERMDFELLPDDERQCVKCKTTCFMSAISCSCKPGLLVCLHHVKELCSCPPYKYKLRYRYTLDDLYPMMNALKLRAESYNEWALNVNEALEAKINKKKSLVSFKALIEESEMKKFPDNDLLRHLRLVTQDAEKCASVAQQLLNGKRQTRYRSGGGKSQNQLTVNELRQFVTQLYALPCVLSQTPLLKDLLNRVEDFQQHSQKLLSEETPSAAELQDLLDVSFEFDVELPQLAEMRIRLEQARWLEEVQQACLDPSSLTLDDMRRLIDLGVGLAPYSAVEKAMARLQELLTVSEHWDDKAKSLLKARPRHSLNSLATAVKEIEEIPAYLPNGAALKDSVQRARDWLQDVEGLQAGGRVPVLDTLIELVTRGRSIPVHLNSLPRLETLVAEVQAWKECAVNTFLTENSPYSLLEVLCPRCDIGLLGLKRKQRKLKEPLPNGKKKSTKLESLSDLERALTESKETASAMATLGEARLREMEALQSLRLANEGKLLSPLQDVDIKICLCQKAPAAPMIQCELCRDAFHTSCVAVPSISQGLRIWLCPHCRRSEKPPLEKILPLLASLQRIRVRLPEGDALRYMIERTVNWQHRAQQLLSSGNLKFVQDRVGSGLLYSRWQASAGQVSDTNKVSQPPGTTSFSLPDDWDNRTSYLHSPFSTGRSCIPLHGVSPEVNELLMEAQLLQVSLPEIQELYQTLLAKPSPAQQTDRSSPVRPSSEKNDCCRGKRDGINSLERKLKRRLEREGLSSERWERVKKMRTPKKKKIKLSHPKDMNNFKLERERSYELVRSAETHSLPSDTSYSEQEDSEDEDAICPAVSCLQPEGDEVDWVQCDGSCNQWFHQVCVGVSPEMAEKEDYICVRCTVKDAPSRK
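Inhibition is measured as reduced NADH fluorescence generation from FDH coupling to formaldehyde release. Truncated KDM5BΔAP at 200 nM final acts on H3K4me3 peptide (12.5 µM in substrate mix) in pH 7.5 HEPES buffer with Tween-20, 30 min, room temperature.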
* = called active by the depositor; u = inconclusive; [ ] = remark or other dose. Potency means the concentration at half of the fitted maximal effect.

KDM5B inhibitor | mol
u | COc1ccc(CNC(=O)c2ccc(NC(=O)N3CCSc4ncccc43)cc2)cc1
3.8% | Cc1ccc(F)c(C(=O)N[C@H](Cc2ccccc2)C2CC(O)C2)c1Cl (stereo not given in full)
-18.2% | Cc1nc2nc(CNC(=O)OC(C)(C)C)nn2c(C)c1CCC(=O)NCc1ccccc1Cl
25.1µM* | O=[N+]([O-])c1ccccc1CN1C[C@H](O)C[C@H]1c1nc(-c2ccc(F)cc2)no1
26.5% | O=S(=O)(c1c(Cl)sc(Cl)c1Br)N1CCCC1
-19.6%[86.2 µM] | Fc1ccccc1CNc1cc(Cl)nc2ccnn12
-13.3%[11.5 µM] | O=S(=O)(c1ccc2[nH]c3c(c2c1)CCCCC3)N1CCN(c2cccc(Cl)c2)CC1
-0.1% | CN1CCCC1c1nc(C2CN(C(=O)c3ccsc3)C2)no1 (stereo not given)
-4.2% | COc1cccc(CN(C)S(=O)(=O)c2cccc(C(=O)NCCF)c2)c1
-3.8% | CC(C)(C)n1ncc2c1NC(=O)CC21C(=O)Nc2c(Cl)cccc21 (stereo not given)
-18.4% | CCOc1cc(/C=N/O)ccc1OCc1ccc(Cl)cc1
8.7%[86.2 µM] | COc1cccc(CN2Cc3c(CN(C)Cc4ccccc4)nnn3CCC2=O)c1

(more compounds)
KDM5B inhibitor | mol
10.5% | CC(=O)NCc1cn[nH]c1-c1ccc(Cl)cc1
u | CCN(CC)CCOC(=O)c1ccc(Nc2c3c(nc4ccccc24)CCC3)cc1
u | CCN(Cc1ccccc1)C(=O)Cn1c(=O)n(Cc2ccccc2)c(=O)c2c1c1cc(OC)ccc1n2C
u | Cc1cccc(-n2nc(-c3c(C)nc4scc(CC(=O)NC(C)C)n4c3=O)cc2C)c1
3.1% | c1ccc(-c2noc(CSc3nnnn3C3CC3)n2)cc1
u | CSc1ccc(/C=C/c2nc3ccccc3n2S(=O)(=O)c2cccc(Cl)c2)cc1
-1.2% | Cc1cc(NC(=O)c2cc(-c3ccc[nH]3)n[nH]2)ccc1F
u | CNC(=O)c1cnc2sc(N3CCCCCC3)nn2c1=O
15.7% | CCc1nnc2ccc(NC3CC3)nn12
-13.9% | O=C(NCc1cccc(Cl)c1)c1ccc2c(c1)nc1n2CCOC1
-27.6% | CCC(Sc1nc2nccnc2c(=O)n1Cc1ccccc1Cl)C(=O)NC1CCCCC1 (stereo not given)
17.1% | Cc1noc(C)c1CCc1nc(C2CCOCC2)n[nH]1

Going on with the list.
KDM5B inhibitor | mol
10.5% | O=C(Cn1nnc(-c2ccccc2)n1)c1c[nH]c2ccccc12
8.3% | COc1ccc(NC(=O)CCC2CCN(S(=O)(=O)c3ccc(C)cc3)CC2)cc1F
-2.3% | O=C(Nc1nnc(SCc2cc(=O)c3ccccc3[nH]2)s1)c1ccccc1
0.8% | Cn1c(N)c(C(=O)c2cc(-c3ccccc3)nc3ccccc23)c(=O)n(C)c1=O
6.9% | COc1ccc(Cl)cc1-n1nnc(-c2nc(-c3ccc4c(c3)OCO4)no2)c1C
-13.3% | Oc1ccccc1CN1CCC(n2cc(-c3ccc(F)cc3)nn2)CC1
9.3% | CCn1ccc(C(=O)NC2CCN(C(=O)N3CC4CC(C3)[C@H]3CCCC(=O)N3C4)CC2)n1 (stereo not given in full)
-26.8% | Cn1cnc(S(=O)(=O)N2CCC3(CC2)NCCc2c3[nH]c3ccccc23)c1
u | Cc1oc2c(CN3CCCC(C)C3)c(O)ccc2c(=O)c1-c1ccccc1 (stereo not given)
25.1% | CNC(=O)c1ccc2c(c1)NC(=O)CS2
34.0% | COc1ccc(-c2noc(-c3cccn3CC(=O)Nc3ccc(NC(C)=O)cc3)n2)cc1F
u | COc1ccc(OC)c(NC(=O)C2CC(/C=C/c3ccccc3)=NO2)c1 (stereo not given)

Going on with the list:
KDM5B inhibitor | mol
-9.3% | O=C(NCc1ccc(F)cc1)NC1CCN(C(=O)N2CC3CC(C2)[C@H]2CCCC(=O)N2C3)CC1 (stereo not given in full)
15.4% | COc1ccc(-c2nc(CSCC(=O)Nc3ccc(C#N)cc3)co2)cc1
-2.8% | O=C(COC(=O)c1n[nH]c2ccccc12)Nc1ccc(OC(F)(F)F)cc1
u | COc1cccc(C2=CC(c3cc(Cl)ccc3OC(F)F)n3ncnc3N2)c1 (stereo not given)
2.1% | COc1ccc(-c2noc(-c3cccn3CC(=O)Nc3ccc(C)cc3Cl)n2)cc1F
-24.6% | Cc1ccc(NC(=O)O/N=C/c2c(C)nn(C(C)(C)C)c2C)cc1Cl
u | CCOc1ccc(CCNC(=O)c2nn(C)c3c2CSc2ccc(C)cc2-3)cc1OCC
10µM* | Cc1ccc(C(=O)NCc2nnc3cc(-c4nc(C(C)C)no4)ccn23)cc1
1.4% | CN(Cc1cccc(CCN)c1)Cc1cnn(-c2ccc(F)cc2)c1
u | CC(C)Cn1nc(NC(=O)c2ccco2)c2cc3ccccc3nc21
u | CCCc1cc(=O)oc2cc(OCC(=O)Nc3cc(C)on3)ccc12
-4.1% | O=C(O)/C=C/c1ccc(S(=O)(=O)NCc2cccnc2)cc1

As a working copy, part of the list above.
KDM5B inhibitor | mol
34.0% | COc1ccc(-c2noc(-c3cccn3CC(=O)Nc3ccc(NC(C)=O)cc3)n2)cc1F
u | COc1ccc(OC)c(NC(=O)C2CC(/C=C/c3ccccc3)=NO2)c1 (stereo not given)
-9.3% | O=C(NCc1ccc(F)cc1)NC1CCN(C(=O)N2CC3CC(C2)[C@H]2CCCC(=O)N2C3)CC1 (stereo not given in full)
15.4% | COc1ccc(-c2nc(CSCC(=O)Nc3ccc(C#N)cc3)co2)cc1
-2.8% | O=C(COC(=O)c1n[nH]c2ccccc12)Nc1ccc(OC(F)(F)F)cc1
u | COc1cccc(C2=CC(c3cc(Cl)ccc3OC(F)F)n3ncnc3N2)c1 (stereo not given)
2.1% | COc1ccc(-c2noc(-c3cccn3CC(=O)Nc3ccc(C)cc3Cl)n2)cc1F
-24.6% | Cc1ccc(NC(=O)O/N=C/c2c(C)nn(C(C)(C)C)c2C)cc1Cl
u | CCOc1ccc(CCNC(=O)c2nn(C)c3c2CSc2ccc(C)cc2-3)cc1OCC
10µM* | Cc1ccc(C(=O)NCc2nnc3cc(-c4nc(C(C)C)no4)ccn23)cc1
1.4% | CN(Cc1cccc(CCN)c1)Cc1cnn(-c2ccc(F)cc2)c1
u | CC(C)Cn1nc(NC(=O)c2ccco2)c2cc3ccccc3nc21
u | CCCc1cc(=O)oc2cc(OCC(=O)Nc3cc(C)on3)ccc12
-4.1% | O=C(O)/C=C/c1ccc(S(=O)(=O)NCc2cccnc2)cc1

(next part)
KDM5B inhibitor | mol
u | Cc1c(C)n(Cc2ccc(F)cc2)c2ccc(C(=O)N3CCN(c4ccc(Cl)cc4)CC3)cc12
-11.1% | Cc1ccc(OCC(=O)N2CCC(c3noc(-c4cnccn4)n3)C2)cc1 (stereo not given)
-14.8% | COc1cc(CNCCc2ccccc2)cc(Cl)c1OCc1ccccc1
27.6% | O=C([C@@H]1C[C@H](Oc2ccccc2)CN1C(=O)C1(c2ccccc2)CC1)N1CCCC1
u | Oc1ccccc1CN1CCOC[C@H]1c1ncc(-c2ccc(C(F)(F)F)cc2)[nH]1
-6.9% | CCS(=O)(=O)Nc1ccc(C)n(CC(=O)NCc2cccc(Br)c2)c1=O
11.1% | CCn1cnnc1-c1cccc(NC(=O)Cc2ccc3c(c2)CCC3)c1
-11.4% | O=C(c1ccc2c(c1)N(Cc1ccccc1F)C(=O)c1ccccc1S2(=O)=O)N1CCCCC1
u | Cc1cccc(C)c1Nc1c(-c2ccsc2)nc2ccccn12
8.6% | O=C(Cc1ccc(Cl)c(Cl)c1)NC1(c2ccccc2)CCC1
-2.9% | CN(C)CCCN(C(=O)c1ccc(S(=O)(=O)N2CCc3ccccc32)cc1)c1nc2c(Cl)cccc2s1
u | CN(C)Cc1nnc(C2CC(NC(=O)c3ccc4nccn4c3)C2)n1C (stereo not given)

(more compounds)
KDM5B inhibitor | mol
-7.5% | CC(C)NC(=O)C1CCN(C(=O)N2CC3CC(C2)[C@H]2CCCC(=O)N2C3)CC1 (stereo not given in full)
8.7% | CSc1ccccc1NC(=O)C1CC=CCC1 (stereo not given)
20.7% | Cc1cc2sc3nc(=O)n(-c4ccccc4)c(=O)n3c2cc1C
u | CCOc1ccc2c(n1)CCN(C(=O)c1ccnn1C)C2
28.2µM* | COc1ccc(-n2cc(-c3ccnc(NCCC4CCCN4C)n3)cn2)cc1 (stereo not given)
16.8%[11.5 µM] | Cc1ccc2c(=O)cc(C(=O)Nc3c(C)n(C)n(-c4ccccc4)c3=O)oc2c1C
u | CCOc1ccc(CN2CCc3nc(Nc4ccc5c(c4)OCCO5)ncc3C2)cc1
-24.3% | CCOC(=O)c1c(C)[nH]c(CCC(=O)Nc2ccc(C)c(F)c2)c1C
-21.3% | CSc1ccc(CCNC(=O)c2ccc(CS(=O)Cc3ccc(Cl)cc3)o2)cc1 (stereo not given)
15.3% | Cc1nc2cc(NC(=O)c3ccc[n+]([O-])c3)ccc2o1
u | CCOc1ccccc1CN1CCC2(CCN(C(=O)c3ccc(OC)cc3)CC2)Oc2ccccc21
-0.5% | CCCn1nc(C)cc1CN(C)c1ccc(NC(=O)c2ccccc2C)cc1C(=O)O

Other structures follow.
KDM5B inhibitor | mol
-7.3% | CC(NC(=O)c1coc(COc2ccc3c(c2)OCO3)n1)c1ccc2[nH]ccc2c1 (stereo not given)
-26.3% | COCCn1c(=O)c2c(n1Cc1ccccc1)CN(C(=O)Cc1ccc3c(c1)OCO3)CC2
-16.6% | Cc1cccc(NC(=O)Cn2ccn3nc(-c4ccc(F)cc4)c(CO)c3c2=O)c1C
-13.6% | O=C(C1CCC1)N1CCC(N(C(=O)C2CC2)C2CCOCC2)CC1
u | O=C1NCCN2CC3(CCN(C(=O)CC4CCCCC4)CC3)CC12 (stereo not given)
-26.6%[115 µM] | O=S1(=O)NCC2(CCCN(Cc3ccccn3)C2)Oc2ncccc21 (stereo not given)
16.6% | O=S1(=O)C[C@H](N2CCN(c3ncccn3)CC2)[C@@H](S(=O)(=O)c2ccccc2)C1
0.7% | O=C(CSc1nc(=O)n(Cc2ccncc2)c2c1CCC2)Nc1ccc(F)cc1F
-16.2% | COc1ccc(NS(=O)(=O)c2cc(NC(=O)c3ccc(=O)[nH]c3)ccc2N2CCCC2)cc1
-21.8% | COc1ccccc1C(=O)N1c2ncnn2C2(CCCCC2)[C@@H]2CCCC[C@@H]21
u | O=C(NCCn1ccn2nc(-c3ccc(F)cc3)cc2c1=O)c1ccc2[nH]ccc2c1
-7.6% | O=C(N1CCN(S(=O)(=O)c2cccc(F)c2)CC1)N1CC2CC(C1)[C@H]1CCCC(=O)N1C2 (stereo not given in full)

(further entries)
KDM5B inhibitor | mol
3.2% | COc1cccc(C(=O)NC2CCCc3c2cnn3-c2cc(C)cc(C)c2)c1 (stereo not given)
-2.9% | N#Cc1ccc(OCC2CN(Cc3c[nH]c4ccccc34)C(=O)c3c(ccnc3-c3ccc(OCC(=O)O)cc3)O2)cc1 (stereo not given)
-28.1%[149 µM] | O=C(c1ccccn1)N1CCC2(CC(c3cccnc3)=NO2)C1 (stereo not given)
6.2% | O=C(Cn1c(=O)n(-c2ccc(Cl)cc2)c(=O)c2c3c(sc21)CCCCC3)Nc1cccc(Cl)c1
9.3% | CC1CCCN(c2nc3c(c(=O)[nH]c(=O)n3C)n2CCCSc2nc3ccccc3o2)C1 (stereo not given)
-18.0% | O=C(Nc1ccc2nc(SCC(=O)N3CCOCC3)sc2c1)c1cccc(F)c1
-6.6% | CCC1CN(C(=O)Nc2ccccc2C(F)(F)F)c2ccccc2O1 (stereo not given)
u | COc1ccc(S(=O)(=O)Nc2ccccc2OC)cc1NC(=O)c1cccc(-n2cccc2)c1
15.3% | COCCn1c(C)cc(C(=O)CSc2nnc(Nc3ccccc3C)s2)c1C
1.8% | COc1cccc2c1OCC(C(=O)NCCc1noc(-c3ccccc3)n1)C2 (stereo not given)
-28.2% | Cc1ccsc1CN1CCCC(O)(CN(C)C)C1 (stereo not given)
-5.2% | COc1ccccc1CNC(=O)c1cnn(-c2ccc(F)cc2F)c1C1CCN(C(=O)OC(C)(C)C)CC1

The list continues:
KDM5B inhibitor | mol
28.5% | CNC(=O)[C@@H]1C[C@H](Oc2ccccc2)CN1C(=O)c1ccc(Cn2nc(C)cc2C)o1
u | CCc1cc(C(=O)Nc2cnn(Cc3ccc(F)cc3)c2)no1
-14.1% | COc1ccc(C2C(C(=O)Nc3cccnc3)=C(C)Nc3nc(SCc4ccccc4)nn32)cc1 (stereo not given)
u | O=C(OCc1cccc2ccccc12)c1cc2ccccc2[nH]1
-14.4% | CC(C)(C)c1ccc(OCc2nn3c(CN4CCOCC4)nnc3s2)cc1
8.8% | Cc1cccnc1NC(=O)C(C)N1C(=O)c2ccccc2C1=O (stereo not given)
u | O=C(c1ccncc1)N(Cc1ccccc1)Cc1cc2ccccc2[nH]c1=O
4.6% | O=C(Nc1ccccc1)C1CCN(C(=O)N2CC3CC(C2)[C@H]2CCCC(=O)N2C3)CC1 (stereo not given in full)
-7.1% | CN1C(=O)C(C)(C)c2cc(S(=O)(=O)NCc3ccc(C(=O)Nc4ccc(Cl)cc4)cc3)ccc21
-11.5% | O=C1CCCCC(CNC(=O)c2ccncc2)N1 (stereo not given)
-12.4% | O=C(Cn1c(=O)n(CCc2ccccc2)c(=O)c2sccc21)c1ccccc1
7.5% | CCCc1nc(C#N)c(NCCc2ccc(OC)c(OC)c2)o1

(listing goes on)
KDM5B inhibitor | mol
1.8%[149 µM] | COc1cccc(S(=O)(=O)N2CC3(C2)C(=O)Nc2ccccc23)c1
-21.3% | CCN(CC)c1ccc(NC(=O)CSc2nc3ccccc3c(=O)[nH]2)cc1
3.4% | CC1=NS(=O)(=O)N(C)C=C1C(=O)OCc1nc(Cc2ccccc2C)no1
-12.9% | O=C(CCc1ccccc1)Nc1c(NC2CCCCC2)c2ccccc2oc1=O

High-throughput results from PubChem.

These rows are one share of the data (hit frequency here may not be typical).
